Compound activity from PubChem BioAssay.
Pol beta inh: blocks human DNA polymerase beta activity. P06746. Pol beta primer extension/strand displacement, fluorescence kinetic. Potency, µM (titrated, usually from 114 µM), for inactives: at the highest dose activity change, negative = inhibition, actives largely listed as inhibitors. hit rate 1.3% among 340,000; note: % is set by controls: 0 for no effect and ±100 for the full control effect
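Curves were derived by four-parameter Hill fits of normalized qHTS data. The kinetic fluorescent primer-extension read was taken at 0 and 10 min after 50 nM substrate, following a 15 min room-temperature preincubation of 10 nM enzyme with compounds.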
BAZ2B block: blocks human BAZ2B; AlphaScreen BAZ2B-H3K14Ac peptide displacement; hit rate 4.4% among 360,000; Potency, µM (doses to about 114 µM), inactives show at the top dose activity change, negative = inhibition, usual class: inhibitors; note: % is set by controls: 0 for no effect and ±100 for the full control effect; nearly all actives have a fitted effect of over 60% in size
Target sequence (Q9UIF8 whole entry, looked up): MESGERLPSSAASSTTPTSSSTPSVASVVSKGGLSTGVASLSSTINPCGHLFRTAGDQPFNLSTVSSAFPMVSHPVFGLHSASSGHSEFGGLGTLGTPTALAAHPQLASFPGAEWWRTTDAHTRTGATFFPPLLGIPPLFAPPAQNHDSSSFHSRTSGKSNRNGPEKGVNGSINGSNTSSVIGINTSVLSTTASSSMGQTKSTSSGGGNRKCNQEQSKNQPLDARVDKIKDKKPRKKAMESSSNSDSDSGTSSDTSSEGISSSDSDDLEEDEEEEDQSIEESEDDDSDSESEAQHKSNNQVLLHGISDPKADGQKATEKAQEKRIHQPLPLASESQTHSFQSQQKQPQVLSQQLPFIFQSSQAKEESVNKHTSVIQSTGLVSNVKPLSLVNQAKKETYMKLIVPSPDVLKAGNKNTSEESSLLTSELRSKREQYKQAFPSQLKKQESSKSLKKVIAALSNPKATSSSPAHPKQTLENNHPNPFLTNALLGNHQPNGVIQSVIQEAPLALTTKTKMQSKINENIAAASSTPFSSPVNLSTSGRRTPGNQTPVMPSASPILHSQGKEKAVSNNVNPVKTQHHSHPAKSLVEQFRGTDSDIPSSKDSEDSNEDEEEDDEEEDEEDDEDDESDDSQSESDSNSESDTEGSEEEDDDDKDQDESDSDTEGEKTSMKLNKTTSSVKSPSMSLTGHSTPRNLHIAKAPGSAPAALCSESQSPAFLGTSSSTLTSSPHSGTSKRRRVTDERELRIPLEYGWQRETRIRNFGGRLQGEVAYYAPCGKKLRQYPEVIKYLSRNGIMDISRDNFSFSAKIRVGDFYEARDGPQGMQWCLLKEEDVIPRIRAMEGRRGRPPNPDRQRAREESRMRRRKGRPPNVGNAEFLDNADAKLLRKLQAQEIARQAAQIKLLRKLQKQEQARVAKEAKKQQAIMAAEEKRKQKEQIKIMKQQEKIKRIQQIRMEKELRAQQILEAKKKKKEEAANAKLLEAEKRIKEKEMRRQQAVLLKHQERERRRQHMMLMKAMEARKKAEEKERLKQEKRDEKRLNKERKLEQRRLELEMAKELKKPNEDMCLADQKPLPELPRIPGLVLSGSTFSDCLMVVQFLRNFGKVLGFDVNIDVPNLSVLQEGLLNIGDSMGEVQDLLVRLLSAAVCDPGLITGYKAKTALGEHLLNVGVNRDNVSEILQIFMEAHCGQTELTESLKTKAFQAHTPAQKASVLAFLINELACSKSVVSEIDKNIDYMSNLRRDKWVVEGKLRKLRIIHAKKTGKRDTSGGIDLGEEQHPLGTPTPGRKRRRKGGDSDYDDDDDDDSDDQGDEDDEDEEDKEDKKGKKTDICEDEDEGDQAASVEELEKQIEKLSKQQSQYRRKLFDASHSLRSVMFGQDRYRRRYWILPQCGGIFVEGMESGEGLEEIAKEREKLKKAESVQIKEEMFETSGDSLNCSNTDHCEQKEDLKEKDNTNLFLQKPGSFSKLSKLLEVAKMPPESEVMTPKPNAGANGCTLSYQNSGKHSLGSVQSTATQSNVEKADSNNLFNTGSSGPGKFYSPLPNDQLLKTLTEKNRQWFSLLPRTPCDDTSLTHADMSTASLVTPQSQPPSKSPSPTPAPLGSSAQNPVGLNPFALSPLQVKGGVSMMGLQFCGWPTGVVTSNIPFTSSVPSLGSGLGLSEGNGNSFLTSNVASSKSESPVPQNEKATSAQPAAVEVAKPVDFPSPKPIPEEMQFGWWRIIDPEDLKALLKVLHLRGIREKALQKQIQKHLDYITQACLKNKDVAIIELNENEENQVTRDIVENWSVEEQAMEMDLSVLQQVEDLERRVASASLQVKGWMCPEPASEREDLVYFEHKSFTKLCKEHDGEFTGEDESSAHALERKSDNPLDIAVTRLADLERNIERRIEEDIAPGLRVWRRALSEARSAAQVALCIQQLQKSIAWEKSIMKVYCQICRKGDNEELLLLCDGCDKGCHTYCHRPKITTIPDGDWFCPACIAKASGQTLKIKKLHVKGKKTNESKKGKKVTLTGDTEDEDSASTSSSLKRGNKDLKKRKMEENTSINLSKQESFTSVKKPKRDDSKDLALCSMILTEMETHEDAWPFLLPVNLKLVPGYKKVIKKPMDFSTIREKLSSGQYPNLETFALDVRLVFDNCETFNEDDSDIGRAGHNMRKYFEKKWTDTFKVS
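Complex of BAZ2B and biotin-H3K14Ac (50 nM apiece) forms over 30 min at RT, then faces library compounds up to 110 uM for another 30 min; AlphaScreen beads added, 20 min dark incubation, luminescence read.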
POLI inh: DNA polymerase iota (human) inhibition. Pol iota fluorescent replication assay, 10 min. Potency, µM (top dose mostly 115 µM), for the others: at the top dose activity, negative = inhibition, usual class: inhibitors. hit rate 1% among 390,000. AID 588590
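Fluorescent replication assay read twice, at 0 min and 10 min after adding 50 nM (final) substrate. Enzyme (10 nM) and compounds were first incubated 15 min at room temperature; enzyme-free buffer wells were negative controls.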
BLM helicase inh: inhibitors of human Bloom syndrome helicase BLM | P54132 | recombinant BLM DNA unwinding, fluorescence dequenching | Potency, µM (doses to about 56.1 µM), inactives show at the top dose activity change, negative = inhibition, actives largely listed as inhibitors | hit rate 0.2% among 350,000;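 note: plate controls were vehicle for no effect and no enzyme for full effect; nearly all actives have a fitted effect of over 35% in size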
G9a block: G9a (human) methyltransferase inhibition; G9a H3K9 monomethylation, AlphaScreen, 2 h; hit rate 8.8% among 350,000; Q96KQ7; AID 504332; Potency, µM (doses to about 102 µM), without a hit: at the top dose activity, negative = inhibition, hits mostly inhibitors; note: % is set by controls: 0 for no effect and ±100 for the full control effect; nearly all actives have a fitted effect of over 75% in size
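Chemiluminescent proximity detection of H3K9 monomethylation, read after 10 min bead incubation in the dark. Reaction: 20 nM G9a, 500 nM biotin-H3K9 peptide, 20 uM SAM cofactor, 2 h, room temperature, following 15 min enzyme-compound preincubation.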
JMJD2A Tudor: blocks the human JMJD2A Tudor domain. O75164. hit rate 4.4% among 390,000. AlphaScreen JMJD2A-Tudor / H3K4me3 peptide binding. Potency, µM (titrated, usually from 114 µM), for inactives: at the top dose activity change, negative = inhibition, actives largely listed as inhibitors; note: % is set by controls: 0 for no effect and ±100 for the full control effect; nearly all actives have a fitted effect of over 50% in size
Pol kappa inh: inhibitors of human DNA polymerase kappa. hit rate 0.53% among 400,000. purified Pol kappa, fluorescent DNA synthesis assay, 10 min. Potency, µM (series often up to 107 µM), without a hit: top-dose activity, negative = inhibition, most hits filed as inhibitors. AID 588579; note: % is set by controls: 0 for no effect and ±100 for the full control effect
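Here, compound and 10 nM enzyme are combined for 15 min at room temperature; adding 50 nM substrate (final) starts DNA synthesis, tracked by fluorescence at 0 and 10 min against buffer-only wells.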
APEX1 inh: inhibitors of human APE1 endonuclease | P27695 | recombinant APE1, TAMRA/BHQ-2 abasic DNA cleavage fluorescence | Potency, µM (top dose mostly 65.8 µM), without a hit: at the highest dose activity change, negative = inhibition, hits mostly inhibitors | hit rate 0.35% among 350,000 | AID 2517;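 note: plate controls were vehicle for no effect and reference inhibitor for full effect; nearly all actives have a fitted effect of over 55% in size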
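Quantitative HTS: incision of a TAMRA/BHQ-2 double-stranded substrate bearing a tetrahydrofuran abasic site by 0.75 nM APE1 raises fluorescence. Substrate 50 nM final, added after 15 min compound preincubation at room temperature; progress as third-minus-first kinetic read difference.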
POLH inh: blocks human DNA polymerase eta activity | recombinant Pol eta, fluorescent DNA replication assay | AID 588591 | hit rate 1.2% among 390,000 | Potency, µM (top dose mostly 114 µM), without a hit: at the highest dose activity change, negative = inhibition, most hits filed as inhibitors; note: % is set by controls: 0 for no effect and ±100 for the full control effect
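Pol eta at 10 nM preincubated with compounds 15 min at room temperature; reaction started with fluorescent substrate (50 nM final) and read kinetically at 0 and 10 min.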
Active calls of the source: *; [ ] = dose if it differs, or a comment. Calls come from the whole dose curve; as a rule, active = well fitted curve in the direction sought with a large enough effect; inconclusive = small, poorly fitted or top-dose-only effect, or another doubt; inactive = no such curve, though single readings can be large; an effect the other way counts as inactive or inconclusive. Potency is the fitted concentration of half-maximal effect. These rows are one share of the data; rates above refer to the full screens.

Start of the listing, in advance:
How did Cc1c(CC(=O)O)c(=O)oc2cc(OCc3ccc(Cl)cc3)ccc12 do in these assays?
Pol beta inh: 11%; BAZ2B block: -10%; POLI inh: 79%[activator]; BLM helicase inh: -1%; G9a block: 1%; JMJD2A Tudor: 5%; Pol kappa inh: 0%; APEX1 inh: 9%; POLH inh: -15%

How did COc1ccc(CNC(=O)COc2ccc(S(=O)(=O)N3CCCCC3)cc2Cl)cc1 do in these assays?
Pol beta inh: 21%; BAZ2B block: -16%; POLI inh: -1%; BLM helicase inh: -7%; G9a block: -1%; JMJD2A Tudor: -14%; Pol kappa inh: -2%; APEX1 inh: -13%; POLH inh: -19%

What do the screens show for `COc1cc(C2N(c3ccccn3)C(=O)C3CCCN32)cc(OC)c1OC` (configuration not stated)?
Pol beta inh: 27%; BAZ2B block: -4%; POLI inh: 30%[activator]; BLM helicase inh: -8%; G9a block: 0%; JMJD2A Tudor: 2%[57.1 µM]; Pol kappa inh: inconclusive; APEX1 inh: -1%; POLH inh: -8%

How did O=C1N[C@@H](Cc2ccccc2)C(=O)N2[C@@H]3N(S(=O)(=O)c4ccccc4)c4ccccc4[C@]3(Br)C[C@@H]12 do in these assays?
POLI inh: inconclusive; JMJD2A Tudor: -33%; Pol kappa inh: 6%; POLH inh: -3%

The listing, from the first entry:
How did Cc1c(CC(=O)O)c(=O)oc2cc(OCc3ccc(Cl)cc3)ccc12 do in these assays?
Pol beta inh: 11%; BAZ2B block: -10%; POLI inh: 79%[activator]; BLM helicase inh: -1%; G9a block: 1%; JMJD2A Tudor: 5%; Pol kappa inh: 0%; APEX1 inh: 9%; POLH inh: -15%

How did COc1ccc(CNC(=O)COc2ccc(S(=O)(=O)N3CCCCC3)cc2Cl)cc1 do in these assays?
Pol beta inh: 21%; BAZ2B block: -16%; POLI inh: -1%; BLM helicase inh: -7%; G9a block: -1%; JMJD2A Tudor: -14%; Pol kappa inh: -2%; APEX1 inh: -13%; POLH inh: -19%

What do the screens show for `COc1cc(C2N(c3ccccn3)C(=O)C3CCCN32)cc(OC)c1OC` (configuration not stated)?
Pol beta inh: 27%; BAZ2B block: -4%; POLI inh: 30%[activator]; BLM helicase inh: -8%; G9a block: 0%; JMJD2A Tudor: 2%[57.1 µM]; Pol kappa inh: inconclusive; APEX1 inh: -1%; POLH inh: -8%

How did O=C1N[C@@H](Cc2ccccc2)C(=O)N2[C@@H]3N(S(=O)(=O)c4ccccc4)c4ccccc4[C@]3(Br)C[C@@H]12 do in these assays?
POLI inh: inconclusive; JMJD2A Tudor: -33%; Pol kappa inh: 6%; POLH inh: -3%

What do the screens show for `Cc1ccc(CNC(=O)CCc2c(C)nc3nc(C)nn3c2C)cc1`?
Pol beta inh: 19%; BAZ2B block: 6%; POLI inh: 7%; BLM helicase inh: -3%; G9a block: 8%[59 µM]; JMJD2A Tudor: -12%; Pol kappa inh: -18%; POLH inh: -12%

Results for CC1(C2CC2)NC(=O)N(CC(=O)N2CCN(c3ccc(F)cc3)CC2)C1=O (configuration not stated) ?
BAZ2B block: -2%; POLI inh: -8%; G9a block: -38%; JMJD2A Tudor: -9%; Pol kappa inh: -2%; APEX1 inh: 15%; POLH inh: -9%

How did Cc1ccc(S(=O)(=O)N2CCOCC2)cc1NC(=O)COC(=O)c1ccccc1OCc1c(C)noc1C do in these assays?
Pol beta inh: 47%; BAZ2B block: 4%; POLI inh: 10%; BLM helicase inh: -2%; G9a block: 13%[59 µM]; JMJD2A Tudor: -16%; Pol kappa inh: -16%; APEX1 inh: -13%; POLH inh: -7%

What do the screens show for `CCc1ccccc1NC(=O)c1ccc(-c2csc(C)n2)cc1`?
Pol beta inh: 34%; BAZ2B block: inconclusive; POLI inh: 14%; BLM helicase inh: inconclusive; JMJD2A Tudor: -5%; Pol kappa inh: 4%; APEX1 inh: -7%; POLH inh: -22%

Results for CN1N=C(C(C)(C)C)CC1=O ?
Pol beta inh: 4%; BAZ2B block: 0%; POLI inh: 4µM*; BLM helicase inh: -1%; JMJD2A Tudor: -8%; Pol kappa inh: 3%; APEX1 inh: inconclusive; POLH inh: -14%

Results for C[C@@H](NC(=O)c1nc[nH]c1C(=O)N[C@@H](Cc1ccccc1)C(=O)OC(C)(C)C)c1ccccc1 ?
Pol beta inh: 0%; BAZ2B block: -19%; POLI inh: 2%; BLM helicase inh: -22%; G9a block: 1%[12.7 µM]; JMJD2A Tudor: -23%; Pol kappa inh: -4%; APEX1 inh: 0%; POLH inh: -25%

Results for O=S(=O)(c1ccccc1)N(CC(O)COc1ccccc1)c1ccccc1 (configuration not stated) ?
Pol beta inh: 14%; BAZ2B block: 3%; POLI inh: 34%[activator]; BLM helicase inh: -9%; G9a block: 6%; JMJD2A Tudor: 3%; Pol kappa inh: -9%; APEX1 inh: -2%; POLH inh: -28%

What do the screens show for `CCOc1ccc(C(=O)N2CCN(Cc3cc(=O)n4nc(-c5ccccc5Cl)sc4n3)CC2)cc1`?
Pol beta inh: 15%; BAZ2B block: 2%; POLI inh: 16%; BLM helicase inh: 2%; G9a block: 1%[59 µM]; JMJD2A Tudor: -6%; Pol kappa inh: -13%[60.1 µM]; POLH inh: -7%

How did C=CCN(C(=O)c1csnn1)C(C(=O)NC1CCCCC1)c1ccccc1F (configuration not stated) do in these assays?
Pol beta inh: 0%; BAZ2B block: -16%; POLI inh: 62%[activator]; BLM helicase inh: -2%; G9a block: 15%; JMJD2A Tudor: -3%; Pol kappa inh: 12%; APEX1 inh: 25%; POLH inh: -21%

What do the screens show for `O=C(CCc1ccc(CCC(=O)c2cccs2)s1)c1cccs1`?
Pol beta inh: -4%; BAZ2B block: 52%[activator]; POLI inh: -10%; BLM helicase inh: -8%; G9a block: 34%[activator]; JMJD2A Tudor: 36%[activator]; Pol kappa inh: -21%; APEX1 inh: -5%; POLH inh: inconclusive

How did O=C(Nc1ccccc1)c1ccc(CN2CCc3ccccc3C2)cc1 do in these assays?
Pol beta inh: 3%; BAZ2B block: -1%; POLI inh: 43%[activator]; BLM helicase inh: -3%; G9a block: -7%[59 µM]; JMJD2A Tudor: -10%; Pol kappa inh: -2%; APEX1 inh: -5%; POLH inh: -23%

Results for COc1ccccc1N(CC(=O)N1CCCCCC1)S(C)(=O)=O ?
Pol beta inh: 27%; BAZ2B block: -2%; POLI inh: -4%; BLM helicase inh: 4%; G9a block: -1%[59 µM]; JMJD2A Tudor: -35%; Pol kappa inh: -6%; APEX1 inh: -2%; POLH inh: -3%

How did Cc1cc(C(=O)N/N=C/c2ccccc2[N+](=O)[O-])c(C)o1 do in these assays?
Pol beta inh: 101%; BAZ2B block: -11%; POLI inh: -8%; BLM helicase inh: 0%; JMJD2A Tudor: -13%; Pol kappa inh: -7%; APEX1 inh: 1%; POLH inh: -9%

What do the screens show for `CSc1nc2c(c(=O)n1-c1ccccc1)SCC2`?
Pol beta inh: 7%; BAZ2B block: 10%; POLI inh: 27%; BLM helicase inh: 0%; G9a block: -4%[12.7 µM]; JMJD2A Tudor: -16%; Pol kappa inh: -2%; APEX1 inh: 12%; POLH inh: -12%

What do the screens show for `COc1ccc(Nc2nnc(SC(C)C(=O)NC3CC3)s2)cc1` (configuration not stated)?
POLI inh: 37%[activator]; JMJD2A Tudor: -14%; Pol kappa inh: -7%; APEX1 inh: 1%; POLH inh: -17%

How did COc1ccc(-c2nnnn2-c2ccc(F)cc2F)cc1 do in these assays?
Pol beta inh: 12%; BAZ2B block: 5%; POLI inh: -13%; BLM helicase inh: -10%; G9a block: 22%[59 µM]; JMJD2A Tudor: 6%; Pol kappa inh: -9%; APEX1 inh: 1%; POLH inh: -6%

What do the screens show for `N#CSC(c1ccccc1)c1nc2ccccc2[nH]c1=O` (configuration not stated)?
Pol beta inh: 1%; BAZ2B block: 1%; POLI inh: inconclusive; BLM helicase inh: -7%; G9a block: -8%[2.33 µM]; JMJD2A Tudor: -11%; Pol kappa inh: 0%; APEX1 inh: 15%; POLH inh: inconclusive

How did CC1CCCC(C)N1C(=C(Cl)Cl)C(=C1SCCS1)[N+](=O)[O-] (configuration not stated) do in these assays?
Pol beta inh: 17%; BAZ2B block: 18µM*; POLI inh: 30%[activator]; BLM helicase inh: -20%; G9a block: 35µM*; JMJD2A Tudor: -19%[11.4 µM]; Pol kappa inh: -8%; APEX1 inh: -12%; POLH inh: -23%

What do the screens show for `CCN1CCCC1CNS(=O)(=O)c1cccc(C(F)(F)F)c1` (configuration not stated)?
Pol beta inh: -23%; BAZ2B block: 2%; POLI inh: 41%[activator]; BLM helicase inh: -2%; G9a block: 45µM*; JMJD2A Tudor: 1%; Pol kappa inh: -7%; APEX1 inh: 3%; POLH inh: -10%

Results for COc1cc(=O)n(C)c2cc(N(C)C)ccc12 ?
Pol beta inh: 16%; BAZ2B block: -4%; POLI inh: 17%; BLM helicase inh: -2%; G9a block: -10%[12.7 µM]; JMJD2A Tudor: -6%; Pol kappa inh: -14%; APEX1 inh: 2%; POLH inh: 1%

What do the screens show for `Cc1cn2c(=O)c(S(=O)(=O)NCCc3ccccc3)c(C)nc2s1`?
Pol beta inh: -7%; BAZ2B block: -11%; POLI inh: 8%; BLM helicase inh: 0%; G9a block: -5%[59 µM]; JMJD2A Tudor: 2%; Pol kappa inh: -9%; POLH inh: -11%

Results for CC1Oc2ccccc2C=C1/C=N/NC(=O)c1ccncc1 (configuration not stated) ?
Pol beta inh: -1%; BAZ2B block: -1%; POLI inh: -6%[58.9 µM]; BLM helicase inh: -1%; G9a block: 18%; JMJD2A Tudor: 10%; Pol kappa inh: -12%; APEX1 inh: 1%; POLH inh: -21%

Results for Cc1cc(O)c(CN(C)C)c2c1C(=O)/C(=C/c1ccco1)O2 ?
Pol beta inh: -7%; BAZ2B block: -22%; POLI inh: inconclusive; BLM helicase inh: -2%; G9a block: 6.3µM*; JMJD2A Tudor: -26%; Pol kappa inh: -94%; APEX1 inh: -2%; POLH inh: 11µM*

What do the screens show for `Cc1cc(O)c(NC(=O)c2ccco2)cc1C`?
Pol beta inh: -4%; BAZ2B block: 40%[activator]; POLI inh: 8%; BLM helicase inh: 2%; G9a block: 8.9µM*; JMJD2A Tudor: 3%; Pol kappa inh: -4%; APEX1 inh: -1%; POLH inh: -17%
